G6PDH counter – L. mesenteroides G6PDH inhibition counter-screen; Purified L. mesenteroides G6PDH, diaphorase/resazurin coupled fluorescence, 45 min; inhibition, % at 5 µM; 0.12% of 200,000 active; in the data active = inhibition above about 50%
Diaph inh CS – diaphorase inhibition or chemical oxidation counter-screen; AID 1217; inhibition, % at 20 µM; 0.69% of 190,000 active; diaphorase resazurin-to-resorufin fluorescence, NADH, 16 min; bacterial (C. kluyveri) enzyme, not human;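 active = primary screen inhibition at 20 µM above a set limit, cut at about 50% in these data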;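 note: plate controls were DMSO with full reaction for no effect and wells lacking NADH for full effect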
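Benchmarks: positive control wells lacking NADH, neutral wells with DMSO only. System: bacterial diaphorase enzyme (C. kluyveri). Input: 0.14 U/mL diaphorase, enzyme working solution. Detection: resorufin fluorescence, excitation 544 nm, emission 590 nm. Times: 16-min room-temperature incubation before reading.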
STAT3 act – STAT3 signaling activation | U3A cells, IL-6 STAT3-luciferase reporter, luminescence; 100% = signal with IL-6 EC80 alone | activation (% of control), % at 5.6 µM | 0.91% of 190,000 active | AID 871;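 active = activation above the screen-wide mean of compound activation plus 3 SD, cut at about 130% in these data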;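 note: 0% = background luminescence of wells with medium and substrate only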
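System – human U3A cells carrying STAT3-luciferase construct · Probe or stimulus – Interleukin-6, 33 ng/mL · Schedule – compound 1 h, then IL-6 6 h at 37 °C · Signal – luminescence from STAT3-driven luciferase reporter · Evaluation – percent of IL-6-only median luminescence · Benchmarks – IL-6-only high control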
STAT1 inh – reduces IFN-gamma driven STAT1 reporter signal | 0.35% of 200,000 active | NIH 3T3 STAT1-luciferase reporter, luminescence | inhibition, % at 5.5 µM;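 active = inhibition above a set limit, the mean inhibition across all tested compounds plus 3 SD, cut at about 34% in these data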;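 note: 0% = IFN-gamma with DMSO and 100% = IFN-gamma with 300 µM nifuroxazide; values of inactives mirror those of a sister screen read the other way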
STAT3 inh – reduces IL-6 driven STAT3 reporter signal; U3A cells, IL-6 STAT3-luciferase reporter, luminescence; host cell line lacks STAT1; inhibition, % at 5.5 µM; AID 862; 0.89% of 190,000 active;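 active = inhibition above the mean inhibition across all screened compounds plus 3 SD, cut at about 44% in these data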;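 note: 0% = DMSO only wells and 100% = 100 µM nifuroxazide control wells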
STAT1 act – STAT1 signaling activation. NIH 3T3 STAT1-luciferase reporter, IFN-gamma, luminescence; 100% = IFN-gamma alone, no compound. activation (% of control), % at 5.5 µM. 2.6% of 200,000 active. AID 932;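 active = activation above the screen-wide mean activation plus 3 SD, cut at about 130% in these data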;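 note: raw ratio to IFN-gamma control signal so 100% means no change and 0% no light; values of inactives mirror those of a sister screen read the other way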
APP transl inh – APP translation inhibition; 0.82% of 190,000 active; SH-SY5Y APP 5'UTR-luciferase reporter, luminescence; AID 1285; inhibition, % at 2 µM;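 active = inhibition above a set limit, derived from the sample mean plus 3 SD, cut at about 45% in these data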; note: values of inactives mirror those of a sister screen read the other way
Hsp70 act – switches on Hsp70 transcription | HeLa Hsp70 promoter luciferase reporter, luminescence; scaled: vehicle 0, proteasome-inhibitor control 100% | 0.04% of 200,000 active | activation, % at 10 µM;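 active = activation above the mean across all tested compounds plus 3 SD, cutoff set per campaign, cut at about 5.5% in these data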;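 note: 100% = MG132 at 30 µM as the positive control and 0% = DMSO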
TLR4-MyD88 BLA – TLR4-MyD88 interaction inhibition in cells; 0.18% of 200,000 active; inhibition, % at 8.4 µM; HeLa CL3-4 TLR4/MyD88 BLA complementation, FRET ratio; O00206+Q99836; in the data active = inhibition above about 25%;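 note: 0% = vehicle and 100% = reference inhibitor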
Diaph act CS – diaphorase activation or chemical reduction counter-screen | AID 1229 | Diaphorase/resazurin coupled assay, resorufin fluorescence, 16 min; hits give high values; 1 = vehicle wells, 0 = NADH-free wells | activation factor at 20 µM | 0.005% of 190,000 active;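 active = diaphorase activity raised at least twofold by the compound at 20 µM; inactive = activation factor below 2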
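Assay system: bacterial diaphorase enzyme (C. kluyveri) / Input: enzyme 0.07 U/mL final / Medium: 50 mM HEPES pH 7.4 with 4.542 mM MgCl2, 0.005% Tween 20 / Doses: single compound dose of 20 µM, 1% DMSO final / Incubation: 16 min enzyme reaction, ambient temperature / Signal: fluorescence, excitation 544 nm and emission 590 nm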
* marks the source's active call; other numbers are inactive results; nt = no result given.

mol	G6PDH counter	Diaph inh CS	STAT3 act	STAT1 inh	STAT3 inh	STAT1 act	APP transl inh	Hsp70 act	TLR4-MyD88 BLA	Diaph act CS
Cc1nn(C)cc1CN(C)S(=O)(=O)c1cccc([N+](=O)[O-])c1	4	12	95	5	11	92	-11	0.3	-7	0.9
COCCCNC(=O)C1CC(=O)N(CCc2ccc(OC)c(OC)c2)C1 (centres undefined)	4	6	99	9	8	92	-4	-0.2	-11	0.9
CC(=O)NC1C(OCc2cccc(Br)c2)OC(COC(C)=O)C(OC(C)=O)C1OC(C)=O (centres undefined)	3	4	89	4	18	97	-4	0.6	-4	1
O=C(Nc1ccc(S(=O)(=O)NCc2cccnc2)cc1)c1ccco1	-1	16	85	8	21	92	9	-0.3	13	0.8
Cc1ccc(-c2cc(C(=O)O)c3cc(Br)ccc3n2)o1	7	8	98	10	6	91	0	-0.4	3	0.9
CC(C)CC(=O)Nc1sc2c(c1C#N)CC(C)(C)NC2(C)C	10	-4	109	-9	-6	108	-4	0.1	1	1
CCOC(=O)/C=c1\s/c(=C\c2ccc3cc(OC)ccc3c2)c(=O)n1CC(=O)NCc1ccc2c(c1)OCO2	18	-4	95	5	12	95	-6	0.7	10	1
Cn1c(=O)c2c(nc(NCCNC(=O)c3ccco3)n2Cc2ccc(Cl)cc2Cl)n(C)c1=O	4	25	96	-6	11	105	3	0.0	3	0.7

Sorted by number of heavy atoms (highest first): 3 of the compounds above.
mol	G6PDH counter	Diaph inh CS	STAT3 act	STAT1 inh	STAT3 inh	STAT1 act	APP transl inh	Hsp70 act	TLR4-MyD88 BLA	Diaph act CS
COCCCNC(=O)C1CC(=O)N(CCc2ccc(OC)c(OC)c2)C1 (centres undefined)	4	6	99	9	8	92	-4	-0.2	-11	0.9
Cc1nn(C)cc1CN(C)S(=O)(=O)c1cccc([N+](=O)[O-])c1	4	12	95	5	11	92	-11	0.3	-7	0.9
Cc1ccc(-c2cc(C(=O)O)c3cc(Br)ccc3n2)o1	7	8	98	10	6	91	0	-0.4	3	0.9

Whole records, looked up by structure.
Cc1nn(C)cc1CN(C)S(=O)(=O)c1cccc([N+](=O)[O-])c1 is listed with G6PDH counter: 4; Diaph inh CS: 12; STAT3 act: 95; STAT1 inh: 5; STAT3 inh: 11; STAT1 act: 92; APP transl inh: -11; Hsp70 act: 0.3; TLR4-MyD88 BLA: -7; Diaph act CS: 0.9
Cn1c(=O)c2c(nc(NCCNC(=O)c3ccco3)n2Cc2ccc(Cl)cc2Cl)n(C)c1=O is listed with G6PDH counter: 4; Diaph inh CS: 25; STAT3 act: 96; STAT1 inh: -6; STAT3 inh: 11; STAT1 act: 105; APP transl inh: 3; Hsp70 act: 0.0; TLR4-MyD88 BLA: 3; Diaph act CS: 0.7

(continued)
mol	G6PDH counter	Diaph inh CS	STAT3 act	STAT1 inh	STAT3 inh	STAT1 act	APP transl inh	Hsp70 act	TLR4-MyD88 BLA	Diaph act CS
CC(C)(C)c1ccc(NC(=S)NCc2cccs2)cc1	-4	11	106	8	-10	93	-24	-0.1	-4	0.9
CCOc1ccc(Nc2nc(Cc3nnc(SCC(=O)c4ccc(C)c(C)c4)o3)cs2)cc1	-2	13	100	4	7	97	nt	-0.3	9	0.9
Cc1ccc(S(=O)(=O)N2CCN(C(=O)c3n[nH]c(=O)c4ccccc34)CC2)cc1	2	-12	104	-2	-3	99	17	-0.4	3	1.1
O=S(=O)(c1ccc(Cl)c(Cl)c1)N1CCc2nc3ccccc3n2CC1	-7	-2	98	10	7	91	10	0.1	-6	1
O=C(CCN1C(=O)c2cccc3cccc(c23)C1=O)N1CCOCC1	3	-8	87	-33	19	129*	-33	0.0	-2	1.1
CCOC(=O)c1ccc(NC2=CC(=O)C(=O)c3ccccc32)cc1	45	32	144*	0	-46	100	7	-0.1	-7	0.7
COc1ccccc1N1CCN(/N=C/c2cc(OC)c(OC)c(OC)c2)CC1	5	-3	89	11	16	90	2	-0.3	2	1
Cc1ccc(S(=O)(=O)NCc2ccco2)cc1C	-2	-1	103	-18	3	117	-9	-0.3	-4	1
COc1cccc(-c2noc(-c3ccc(Cl)nc3)n2)c1	-4	4	144*	-58	-35	151*	-124	0.1	-13	1
C=CCOC(=O)C1=C(C)NC(SCC(=O)Nc2nccs2)=C(C#N)C1c1ccc(Cl)cc1 (centres undefined)	7	22	91	8	15	92	3	-0.2	-11	0.8
Cc1ccc(S(=O)(=O)N2CCN(C(=O)N3CCOCC3)C2c2ccc(N(C)C)cc2)cc1 (centres undefined)	-17	16	94	2	10	98	8	-0.4	-1	0.8
O=C(NCC1COc2ccccc2O1)C1C2C=CC3(CN(Cc4ccccc4Cl)C(=O)C13)O2 (centres undefined)	-5	14	103	-1	3	100	-10	-0.4	1	0.9
CCOC(=O)C(NC(=O)c1ccc(F)cc1)(Nc1nnc(C)s1)C(F)(F)F (centres undefined)	10	11	98	0	7	98	-28	-0.2	-4	0.9
O=c1oc2ccc(Cl)cc2cc1-c1ccccc1	4	3	91	4	12	96	-27	-0.5	-5	1
Cc1[nH]n(-c2ccc(Cl)cc2)c(=O)c1C(=O)c1ccccc1	8	8	102	-21	0	118	-11	-0.3	6	0.9
O=C(O)C(O)c1ccco1 (centres undefined)	2	-3	104	4	-8	98	9	-0.5	-8	1
O=C(CSc1nnc(SCc2cccc3ccccc23)s1)N/N=C/c1c[nH]c2ccccc12	-40	23	99	2	3	98	3	-0.4	-4	0.8
C=CCOc1ccc(-c2nc3c(c(=O)[nH]c(=O)n3CCCC)n2C)cc1OC	-1	-5	91	-3	15	100	-14	0.1	-6	1
COc1c(N2CCN(C(=S)Nc3ccc(F)cc3)C(C)C2)c(F)cc2c(=O)c(C(=O)O)cn(C3CC3)c12 (centres undefined)	12	16	104	7	6	94	7	-0.3	-5	0.8
CCN(c1ccccc1)C1(O)C(=O)c2ccccc2C1=O	2	6	104	3	6	95	-12	-0.3	3	0.9
O=C(c1cc2ccc([N+](=O)[O-])cc2oc1=O)N1CCOCC1	-3	8	94	7	12	91	-57	0.0	-7	0.9
CC(=O)CCc1ccc(OCCCCN2CCC(Cc3ccccc3)CC2)cc1	1	-11	95	11	13	89	-10	-0.1	-3	1.1
COc1cc2c(cc1NC(=O)c1ccccc1F)CCCC2	1	14	129	-42	-33	138*	-74	-0.1	-14	0.9
COc1ccc(CCNC(=O)COc2ccc(N(C)S(=O)(=O)c3ccc(Cl)cc3)cc2)cc1	0	15	103	4	-2	94	-14	-0.3	-14	0.8
CCN(CCO)Cc1csc2ccc(Br)cc12	0	-13	100	-1	-1	101	-20	-0.2	0	1.1
CCOc1ccc(CC(=O)Nc2sc(Cc3ccccc3)c(C)c2C(N)=O)cc1OCC	4	21	110	2	0	98	-15	0.2	5	0.8
CCn1c(CCCNC(=O)c2ccc(F)cc2)nc2ccccc21	-10	15	100	7	8	94	1	-0.1	1	0.9
COc1ccccc1N=c1c2c([N+](=O)[O-])cc([N+](=O)[O-])cc2n(O)n1-c1ccccc1OC	-3	3	102	-9	1	107	-6	-0.3	2	1
CCCCn1c(CCNC(=O)CC)nc2ccccc21	1	9	101	-2	4	102	3	-0.5	16	0.9
CC(C)(C)c1ccc(S(=O)(=O)N2CCCCC2)cc1	-2	16	107	6	-7	94	6	-0.3	7	0.8
COc1ccc(-c2cc(C(F)(F)F)c(C#N)c(SCC(=O)Nc3ccc(C)cc3)n2)cc1	3	-14	108	-1	-10	101	-2	-0.4	-7	1.1
CCOC(=O)c1c(C)nc2sc(C(=O)Nc3ccccc3)c(N)c2c1-c1ccc(OC)cc1	-56	42	84	0	19	100	-3	-0.3	19	0.6
O=c1c2ccccc2c2ccccc2c(=O)n1-c1ccccc1	10	3	97	13	6	89	-9	-0.4	5	1
COc1ccc(OC)c(Nc2nc(-c3ccccc3O)nc3ccccc23)c1	16	18	93	-7	15	106	7	-0.1	3	0.8
CC(OC(=O)c1cccs1)C(=O)NCc1ccco1 (centres undefined)	-3	10	106	4	-1	96	-4	-0.4	1	0.9
